# Lipid droplet: inhibitors of hepatocyte lipid droplet formation, primary screen, imaging, high-throughput imaging, BODIPY stain | 240,000 compounds, 0.4% hits | inhibition, % at 6.5 µM | AML12 mouse hepatocytes, oleate lipid droplets;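 active = lipid droplet intensity inhibited by at least 50%, with more than 500 cells counted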
#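 Material – AML12 mouse liver cells · Also added – oleate loading, 100 µM · Compound dosing – 6.5 µM single-point dosing · Times – overnight treatment with compound plus oleate · Measured by – fluorescence imaging, 20x objective, two fields per well · Read-out – percent inhibition of filter-corrected integrated lipid droplet intensity per well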
# Insulin prom up: insulin promoter activators in MIN6 cells, imaging, high-content screening, mouse beta cells | 190,000 compounds, 0.3% hits | z-score at 5 µM | MIN6 insulin promoter-GFP reporter; stronger effect = higher value | AID 1625, 2009;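 active = z-score above 3 at 5 µM with at least 500 cells counted in the well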
# M17LAP inhibition: P. falciparum M17LAP inhibitors, primary screen, biochemical, fluorogenic H-Leu-NHMec substrate, 1536-well (AID 1619) | recombinant M17LAP, H-Leu-NHMec fluorogenic kinetic assay; higher % means a stronger effect | Leucine aminopeptidase (Plasmodium falciparum (isolate 3D7)) | 220,000 compounds, 0.38% hits | one-dose inhibition, % at 30 µM; IC50 in µM for titrated hits;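 active = compound inhibiting the enzyme by more than half at any dose during confirmatory dose-response retesting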;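 also: plate controls were full reaction with DMSO carrier for no effect and no enzyme background for full effect; strong numbers were not always called active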
# P. falciparum M1AAP: P. falciparum M1AAP inhibitors, biochemical, fluorogenic H-Leu-NHMec substrate, 1536-well (AID 1445); recombinant M1AAP, H-Leu-NHMec fluorogenic kinetic assay; higher % means a stronger effect; 220,000 compounds, 0.42% hits; inhibition, % at 30 µM, or IC50 in µM where a hit was titrated; Aminopeptidase N (Plasmodium falciparum (isolate 3D7));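 active = primary inhibition above the hit cutoff, then over 50% inhibition at one or more dose response concentrations, cut at about 23% in these data, passing the limit was not always enough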;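 also: plate controls were DMSO full reaction for no effect and no enzyme background for full effect; strong numbers were not always called active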
# Yfh1-off respiration: enhancers of respiration in Yfh1-depleted yeast, dose response, Friedreich's ataxia, plus single-dose screen (AID 1465); S. cerevisiae Yfh1-off respiration, WST-1 reduction, 72 h; higher fold induction means a stronger effect; fold induction at 50 µM, or EC50 in µM where a hit was titrated; 220,000 compounds, 0.074% hits;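 active = fold induction of absorbance versus untreated yeast above a set limit, then at least 30% activation at any dose in follow-up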;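 also: activators that raise dye reduction in frataxin-depleted yeast; strong numbers were not always called active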
# Autophagy mod: autophagy modulators in MEF cells, primary screen, imaging, high-content, MEF GFP-LC3; MEF GFP-LC3 puncta imaging; test concentration mostly 10 µM; calls only at 10 µM (by protocol); 190,000 compounds, 0.98% hits; AID 463193, 2010;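 active = percentage of spot-positive cells more than 3 SD above its plate mean, without a fluorescence outlier flag or 80% toxicity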;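 also: spot-positive cell cutoff set from DMSO-treated cells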
# Dynein cargo inh: inhibitors of GR-EGFP nuclear translocation, primary screen, dynein cargo transport inhibitor project, imaging, high-content, 3617.4 mouse cells; test concentration mostly 20 µM; stimulated with dexamethasone, 1 µM; stronger effect = lower value; z-score, hits read low; 220,000 compounds, 0.47% hits;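 active = plate z-score of nuclear minus cytoplasmic receptor signal below a set negative limit, without overly bright fluorescence or cell loss, cut at about -3.5 in these data, passing the limit was not always enough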;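 also: z-score of nuclear minus cytoplasmic ring GR-EGFP intensity difference per well; some compounds called inactive have numbers as strong as hits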
#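 Buffer or medium: tetracycline-free induction medium containing charcoal-stripped FBS / Reagent: dexamethasone agonist, 1.0 µM final, for 30 min / Technique: automated 10x imaging of fixed Hoechst-stained cells / Times: induction 48 h, compound 1 h, agonist 30 min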
# MT stabilizer: microtubule stabilizers in HeLa cells, primary screen, imaging, high-content imaging; % tubulin-high responders, % at 10 µM; HeLa tubulin immunostaining HCS, 24 h; share of cells brighter than vehicle mean+2SD; 200,000 compounds, 0.83% hits;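 active = plate Z-score above 3 for both tubulin-high and condensed-nucleus cell shares, with cell loss under 80%, at 10 µM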;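 also: anti alpha tubulin signal scored within the nucleus-defined area of each cell; some results filed as inactive read as strong as hits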
# ER stress rescue: rescue of cells from ER stress-induced death, primary screen, 384-well, CSM14.1, thapsigargin, ATP luminescence (AID 1222); CSM14.1 thapsigargin-induced death rescue, ATP luminescence; higher % means a stronger effect; cellular ATP content (survival), % at 20 µM, or EC50 in µM where a hit was titrated; 190,000 tested, under 10 active;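 active = EC50 below 50 µM in the dose-response confirmation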;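 also: death triggered by thapsigargin at about 15 µM added after 2 h compound pretreatment; cell ATP read after overnight thapsigargin exposure of roughly 18 to 22 hours; normalized against plate controls of thapsigargin alone and 5% DMSO vehicle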
# Dynein cargo inh cytoplasmic EGFP: recorded beside Dynein cargo inh, whose call it bears; z-score; measured here: cytoplasmic GR-EGFP intensity; stronger effect = higher value
# Dynein cargo inh nuclear GR-EGFP: further read-out of Dynein cargo inh, marked with its call; z-score; measured here: nuclear GR-EGFP intensity;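 lower value marks the stronger effect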
# Dynein cargo inh cell count: recorded beside Dynein cargo inh, whose call it bears; z-score; measured here: cell count per field
# Insulin prom up cell count: also measured in Insulin prom up; calls as there; cell count; measured here: cytotoxicity, nuclei count;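 total cells summed across four imaged fields per well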
# Lipid droplet cells 6.5 µM: further read-out of Lipid droplet, marked with its call; cell count; measured here: cell count, cytotoxicity flag;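 cells counted across two imaged fields per well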
# MT stabilizer Hoechst-high %: recorded beside MT stabilizer, whose call it bears; % Hoechst-high responders; measured here: nuclear condensation Hoechst responders;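 share of cells brighter than vehicle mean plus two SD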
# MT stabilizer cytotoxicity %: further read-out of MT stabilizer, marked with its call; toxicity, %; measured here: cytotoxicity by cell density;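 0% = mean cell density of plate MIN control wells and 100% = no cells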
# Autophagy mod cell loss 18 h: also measured in Autophagy mod; calls as there; toxicity, %; measured here: cell loss, nuclei count;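 cell loss after 18 h compound exposure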
# * hit, by the source's call; i = inactive; x = no result given. Outcome played no part in choosing rows; about 3.5% have a hit in one of these screens.
SMILES,Lipid droplet,Lipid droplet cells 6.5 µM,Insulin prom up,Insulin prom up cell count,M17LAP inhibition,P. falciparum M1AAP,Yfh1-off respiration,Autophagy mod,Autophagy mod cell loss 18 h,Dynein cargo inh,Dynein cargo inh cytoplasmic EGFP,Dynein cargo inh nuclear GR-EGFP,Dynein cargo inh cell count,MT stabilizer,MT stabilizer Hoechst-high %,MT stabilizer cytotoxicity %,ER stress rescue
Cc1ccc2ncccc2c1[N+](=O)[O-],11,683,0.07,1476,-7%,2%,i,i,5,0.36,-0.22,0.4,0.72,4.1,1.4,2.2,-2.1%
Cc1ccccc1C(=O)NC(CC(C)C)C(=O)Nc1cccc(S(=O)(=O)N(C)C)c1 (centres undefined),7,666,0.19,1281,6%,4%,i,i,-6,0.04,-0.26,0.028,0.079,4.8,2.9,4.3,-0.3%
CCc1cccc(NC(=O)CN(C)S(=O)(=O)c2cccs2)c1,-85,694,-0.72,1247,-7%,0%,i,i,34,0.16,-0.29,0.19,-0.2,3.6,3.0,6.8,2.8%
COc1ccc2c(=O)c(-c3nc(C)cs3)coc2c1,-1,680,-0.4,1502,3%,4%,i,i,1,2.1,0.24,2,-1.8,5.9,1.8,3.3,-5.8%
Cn1c(=O)c2c(nc(SCC(=O)NCC3CCCO3)n2C)n(C)c1=O (centres undefined),1,739,0.97,664,-1%,0%,i,i,9,-1,-0.27,-0.59,0.17,2.6,2.8,4.0,-1.3%
O=C(O)CC(CCc1ccccc1)OC1OC(CO)C(O)C(O)C1O (centres undefined),-26,705,-0.22,1085,-3%,11%,i,x,x,-0.11,-0.59,0.4,-0.25,x,x,x,x
Cc1nc2ccccc2c(=O)n1CCCN1CCOCC1,0,702,-0.24,995,6%,0%,i,x,x,0.058,-0.25,0.47,0.74,x,x,x,x
CCOC(=O)c1cnc2c(C)c(-c3ccccc3)[nH]n2c1=O,8,765,0.25,1228,5%,7%,i,i,-3,-0.51,-0.35,-0.055,-0.049,1.8,1.4,6.2,-1.9%
Cc1csc(SCC(=O)Nc2ccccn2)n1,-3,799,0.11,1260,-4%,12%,i,i,0,0.56,-0.2,-0.42,0.17,3.8,0.9,4.1,-2.5%
CNC(=O)CN(C1CCCCC1)S(=O)(=O)c1ccc(OC)c(Cl)c1,3,697,-0.44,1895,2%,1%,i,i,4,2,-0.27,1.5,-0.037,4.7,1.0,3.4,-1.0%
C=CCNc1nc(N2CCOCC2)nc(N2CCOCC2)n1,-22,693,-0.26,1170,11%,1%,i,i,1,-0.34,0.062,-0.067,1.1,2.9,2.5,7.6,0.0%
CCn1ncc(Cl)c1C(=O)NC(=S)Nc1c(C)cc(C)cc1[N+](=O)[O-],8,612,0.48,1318,9%,3%,i,i,12,0.094,-0.31,0.75,0.14,2.5,3.4,4.1,-0.9%
Cc1noc(C(=O)N2CCN(c3ccc(F)cc3)CC2)c1Cl,-1,721,0,1197,-7%,7%,i,i,15,0.26,-0.21,0.47,-0.036,1.7,1.9,0.2,-1.0%
CCOC(=O)CNC(=S)N(Cc1ccccc1)Cc1cccs1,-2,750,0.24,1302,12%,0%,i,i,-4,-0.43,-0.3,-0.14,0.068,4.5,2.9,13,0.1%
O=C(COc1ncnc2ccccc12)N1CCOCC1,x,x,0.1,1013,4%,2%,i,i,11,0.5,-0.17,0.56,-0.32,2.2,2.5,10,-1.1%
CCOC(=O)COc1ccc(S(=O)(=O)N2CCN(c3ccc(F)cc3)CC2)cc1,-4,792,x,x,42%,8%,i,i,-10,-0.22,-0.2,-0.29,0.57,1.1,1.0,6.6,-0.5%
Cc1cc(C(=O)NNC(=S)NC(=O)/C=C/c2ccccc2Cl)n[nH]1,17,833,0.2,803,4%,-14%,i,i,7,-0.45,0.3,0.083,-0.13,1.9,1.4,5.5,-1.6%
CCOC(=O)c1ccc(NC(=O)CSc2nnc(COc3ccccc3OC)n2C)cc1,-14,711,-0.09,1315,5%,-1%,i,i,4,-0.058,-0.18,-0.69,-0.6,1.6,1.1,6.8,x
CC(C)(C)c1ccc(OCCn2ccccc2=O)cc1,x,x,x,x,4%,9%,i,i,9,1.1,-0.0027,-0.065,-2.5,3.7,1.6,2.8,-3.4%
O=C(Nc1cc(C(F)(F)F)cc(C(F)(F)F)c1)Nc1cnn(-c2ccc([N+](=O)[O-])cc2)c1C(F)(F)F,4,677,0.83,1286,-4%,0%,i,x,x,0.25,0.36,0.13,0.45,x,x,x,x
COc1ccc(-c2nnc(S/C(=C/c3ccc(Cl)cc3)C(=O)O)o2)cc1,-10,686,2,1111,-14%,5%,i,i,-13,-1.4,-0.19,-1.1,0.42,1.4,2.7,11,-3.0%
Cc1nc2ccccc2nc1SCC(=O)N1CCC(C)CC1,x,x,0.18,1655,25%,5%,i,i,5,-0.5,-0.24,-0.92,-0.16,1.7,1.9,4.4,0.0%
COc1ccc2cc(-c3[nH]ncc3CN3CCCCO3)ccc2c1,-1,622,-0.75,1423,28%,11%,i,i,-6,-0.7,-0.28,-0.52,0.96,1.8,0.9,4.7,-0.7%
COc1ccc(NC(=O)CCC(=O)Nc2nnc(C(F)(F)F)s2)c(OC)c1,4,818,x,x,10%,-2%,i,i,4,0.54,-0.22,0.29,-0.71,2.8,1.8,1.7,-0.8%
COC(=O)CCn1c(C)cc(C(=O)COc2ccccc2C(N)=O)c1C,-9,725,0.17,1166,-12%,8%,i,i,0,-0.9,-0.2,-0.43,0.12,2.6,1.7,7.1,0.8%
CCc1ccc2[nH]c(=O)c(C3C(C#N)=C(N)Oc4c3ccc3cccnc43)cc2c1 (centres undefined),x,x,-1.3,1362,-26%,6%,i,i,-26,-0.34,-0.15,0.67,0.0016,2.6,1.4,9.0,0.6%
COc1ccc(C2Nc3ccccc3C(=O)N2c2ccccc2)cc1CN1CCOCC1 (centres undefined),-8,706,-0.26,1475,-163%,-1%,i,i,16,0.16,-0.18,0.37,-0.16,1.8,0.5,3.1,0.2%
COc1ccc(NC(=O)CN(c2ccc([N+](=O)[O-])cc2)S(=O)(=O)c2ccccc2)cc1,-20,636,1.1,1062,-2%,-3%,i,i,-7,1.4,-0.15,0.62,-1.7,14*,42*,35*,-4.2%
COc1ccc(C(=O)C(C)N(C(=O)c2ccc(Cl)cc2Cl)N2C(=O)C3C4C=CC(C4)C3C2=O)cc1 (centres undefined),x,x,-1.2,1194,-1%,3%,i,i,4,-0.14,0.012,-0.11,-0.31,1.7,0.9,6.9,-0.9%
Cc1[nH]c2ccccc2c1/C=N/NS(=O)(=O)c1ccccc1,1,662,-0.26,1598,4%,3%,i,i,4,-1.2,0.12,-1,0.99,2.3,3.4,5.7,-2.0%
COc1cc(-c2csc(C)n2)ccc1O,10,754,-0.01,1360,-10%,-1%,i,i,0,0.98,-0.28,-0.33,0.092,3.7,1.1,5.0,-1.6%
O=C(/C=C/c1cc[n+](CC(=O)c2ccc3cccc4c3c2CC4)cc1)c1ccc2cccc3c2c1CC3,6,661,-0.15,887,8%,4%,i,x,x,-0.59,0.038,0.17,0.03,x,x,x,x
Cc1cccc(Nc2ncnc3c2cnn3Cc2ccccc2)c1,-7,626,-0.04,1462,-2%,10%,i,i,-33,0.62,-0.04,0.71,-0.3,4.0,2.2,3.4,-0.7%
O=C(c1cc(S(=O)(=O)N2CCOCC2)ccc1Cl)N1CCN(c2ccccn2)CC1,-2,701,-0.59,1290,-12%,-3%,i,i,-4,0.12,-0.31,0.42,-0.28,1.3,1.8,0.4,0.1%
Nc1nc(SCC(=O)c2ccc(F)cc2)n[nH]1,-3,688,0.72,1440,27%,7%,i,i,12,-1.4,-0.22,-0.59,0.67,1.6,1.8,5.2,0.0%
COc1ccccc1N1CCN(C(=O)C(OC(C)=O)c2ccccc2)CC1 (centres undefined),4,757,-0.86,886,-1%,-7%,i,i,-5,-0.7,-0.25,-0.19,0.54,2.3,1.6,5.5,-1.6%

# Compound activity deposited in PubChem by several laboratories.
